Source: PubChem BioAssay (Sanford-Burnham Center for Chemical Genomics)
PfGluPho inh = PfG6PD (Plasmodium falciparum) enzyme inhibition | PfGluPho enzyme, NADPH resazurin-diaphorase fluorescence | inhibition, % at 20 µM | hit rate 0.78% among 350,000;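 active = inhibition reaching at least a set limit at 20 µM in the primary screen, cut at about 59% in these data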;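 also: 0% = DMSO wells with substrate and 100% = DMSO wells lacking glucose-6-phosphate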
Apaf-1 inh = blocks human Apaf-1 apoptosome activity. inhibition, % at 20 µM. AID 489030. O14727. reconstituted apoptosome caspase-3 activity, DEVD-Rh110 fluorescence. hit rate 0.71% among 330,000; active = inhibition of at least 40% at 20 µM;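 also: plate controls were DMSO wells for no effect and DEVD-CHO caspase inhibitor wells for full effect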
Target sequence (O14727 whole entry, looked up): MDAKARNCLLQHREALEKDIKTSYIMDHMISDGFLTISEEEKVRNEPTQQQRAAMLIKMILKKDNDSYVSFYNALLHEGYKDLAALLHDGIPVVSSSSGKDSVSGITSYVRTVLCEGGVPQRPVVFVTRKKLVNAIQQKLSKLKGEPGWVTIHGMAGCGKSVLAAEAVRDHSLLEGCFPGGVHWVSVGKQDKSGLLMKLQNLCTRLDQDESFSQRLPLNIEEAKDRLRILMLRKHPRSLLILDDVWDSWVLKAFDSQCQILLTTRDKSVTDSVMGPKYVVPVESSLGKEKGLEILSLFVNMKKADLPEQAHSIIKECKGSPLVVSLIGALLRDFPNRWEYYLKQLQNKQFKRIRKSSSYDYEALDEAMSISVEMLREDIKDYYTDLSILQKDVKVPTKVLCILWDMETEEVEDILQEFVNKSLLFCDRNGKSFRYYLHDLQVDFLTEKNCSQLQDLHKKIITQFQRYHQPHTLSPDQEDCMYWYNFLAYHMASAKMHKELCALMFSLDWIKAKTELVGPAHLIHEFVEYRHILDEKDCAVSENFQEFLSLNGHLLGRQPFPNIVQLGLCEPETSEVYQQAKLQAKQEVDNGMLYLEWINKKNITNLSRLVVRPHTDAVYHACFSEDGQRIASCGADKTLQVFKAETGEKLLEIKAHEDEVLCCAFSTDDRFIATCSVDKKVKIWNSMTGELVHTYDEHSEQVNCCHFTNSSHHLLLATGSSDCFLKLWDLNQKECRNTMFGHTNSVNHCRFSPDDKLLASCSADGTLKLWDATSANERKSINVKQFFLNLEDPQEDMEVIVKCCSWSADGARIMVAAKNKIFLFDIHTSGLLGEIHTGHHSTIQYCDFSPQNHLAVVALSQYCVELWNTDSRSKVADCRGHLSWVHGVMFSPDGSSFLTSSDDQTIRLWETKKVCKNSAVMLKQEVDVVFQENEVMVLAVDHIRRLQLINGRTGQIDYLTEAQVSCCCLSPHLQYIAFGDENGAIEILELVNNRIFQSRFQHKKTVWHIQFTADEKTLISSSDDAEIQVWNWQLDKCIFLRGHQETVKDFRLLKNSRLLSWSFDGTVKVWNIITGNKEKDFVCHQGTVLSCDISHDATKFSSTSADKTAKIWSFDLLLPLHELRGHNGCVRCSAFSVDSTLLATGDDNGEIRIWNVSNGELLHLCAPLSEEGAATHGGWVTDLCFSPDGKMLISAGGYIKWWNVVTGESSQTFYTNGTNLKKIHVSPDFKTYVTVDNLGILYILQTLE
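Assay system – apoptosome proteins · Medium – Hepes buffer, pH 7.5 · Also added – cytochrome c with DEVD-Rh110 · Timing – 30 min compound preincubation, 50 min activation, room temperature · Detection – Rh110 fluorescence, excitation 480 nm, emission 540 nm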
SENP8 block-1 = blocks the human protease SENP8; Q96LD8; purified SENP8, Z-RLRGG-aminoluciferin cleavage, luminescence; inhibition, % at 10 µM; hit rate 1.2% among 330,000; AID 2540; in the data active = inhibition above about 50%
SENP7 inh = SENP7 protease inhibition; recombinant SENP7, Z-RLRGG-aminoluciferin luminescence, 40 min; inhibition, % at 5 µM; hit rate 1.5% among 330,000; AID 434973;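 active = inhibition above about 50% at the single test dose, limit read from the data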;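 also: plate controls were DMSO with enzyme for no effect and no enzyme buffer wells for full effect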
SENP6 block = SENP6 protease inhibition | inhibition, % at 10 µM | hit rate 1.8% among 330,000 | AID 2599 | Recombinant SENP6 catalytic domain, aminoluciferin luminescence | Q9GZR1;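 active = inhibition above about 50% at the single tested dose, limit read from the data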;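 also: plate controls were DMSO wells with enzyme for no effect and DMSO wells lacking enzyme for full effect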
HKDC1 inh = HKDC1 (human) hexokinase inhibition. recombinant HKDC1, G6PDH/diaphorase resazurin coupled fluorescence. inhibition, % at 20 µM. hit rate 0.16% among 340,000. AID 493160;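 active = inhibition above about 35% when tested at 20 µM, limit read from the data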;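 also: plate controls were DMSO wells with enzyme for no effect and DMSO wells lacking enzyme for full effect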
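Test system: recombinant HKDC1 (HK5) hexokinase enzyme, produced in-house; Amount: enzyme 5 µg/mL final; Buffer or medium: Tris pH 8.0 buffer with MgCl2, Tween-20, BSA, BME; Reagent: glucose and ATP substrates; Doses: 20 µM test compound, 1% DMSO; Incubation: 90 min reaction incubation at room temperature, dark; Detection: resorufin fluorescence at 613 nm.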
SENP8 block-2 = inhibitors of human SENP8 protease. AID 602440. inhibition, % at 20 µM. hit rate 0.64% among 360,000. Q96LD8. recombinant SENP8, Nedd8 substrate fluorescence; in the data active = inhibition mostly above about 40%, no sharp cut-off; inactive = mostly below about 27%
SENP1 FRET inh = inhibitors of human SENP1 SUMO protease catalytic domain | recombinant SENP1 catalytic domain, CyPet-SUMO1-YPet FRET cleavage | hit rate 0.21% among 360,000 | AID 624204 | Q9P0U3 | inhibition, % at 10 µM;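 active = inhibition at least 30% at 10 µM, raw YFP signal under a set limit, fluorescence ratio 0.5 to 1.5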;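 also: 0% = enzyme with DMSO and 100% = no enzyme wells; some results filed as inactive read as strong as hits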
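Test system: human SENP1 catalytic domain; medium: Tris pH 8 buffer plus EDTA, NaCl, BME, BSA, NP40, catalase; incubation: 50 min reaction at room temperature; technique: FRET, CFP and YFP emission; controls: no-enzyme low control and enzyme-plus-DMSO high control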
* hit, by the source's call; . = not tested or not shown. Rows are unselected. Share with any hit: about 3.6%.

SMILES	PfGluPho inh	Apaf-1 inh	SENP8 block-1	SENP7 inh	SENP6 block	HKDC1 inh	SENP8 block-2	SENP1 FRET inh
COc1ccc(NC(=O)CCCCCN2C(=O)c3ccccc3C2=O)c(OC)c1	9	4	3	-2	10	-1	8	0
O=C(Nc1ccccc1Cl)c1ccc2nccnc2c1	-10	-2	10	16	39	-6	3	-2
S=C(NC1CCCC1)N1CCN(c2ncccn2)CC1	-7	12	-11	-6	-17	-8	9	1
Cc1ccc(C2N=C(N)Nc3nc4ccccc4n32)cc1 (stereo not drawn)	-12	0	-10	-4	-18	-2	11	2
O=C1CC(c2ccc(S(=O)(=O)Nc3cc(C(F)(F)F)cc(C(F)(F)F)c3)cc2)CN1 (stereo not drawn)	-19	-5	2	3	1	-7	7	1
COc1cc(OC)cc(-c2nnc(NC(=O)CCS(=O)(=O)c3ccc(F)cc3)o2)c1	-20	7	3	-1	-9	1	-13	0
O=S(=O)(NC1CCCCC1Nc1ccc(Cl)cc1)c1ccccc1 (stereo not drawn)	21	13	7	0	-11	2	19	0
CC(=O)N1CCN(C(=O)c2c(-c3ccccc3)noc2C)CC1	-15	-10	7	-1	1	-7	7	-1
NNC(=S)NCc1ccco1	32	16	-6	-2	-5	2	20	-2
CC(C)NC(=O)c1c(CSc2ccccc2)noc1C(=O)NCc1ccccc1	19	15	-2	2	-6	-3	-2	0
CCOC(=O)c1c(S(=O)(=O)NCC(=O)Nc2ccc(F)cc2)c(C)n(C)c1C	-13	-1	-22	-14	-21	-4	-8	5
CCn1c(=O)c(C(=O)NCCCc2ccccc2)c(O)c2ccccc21	-7	-3	6	5	16	-9	-10	1
NS(=O)(=O)c1ccc(CNC(=O)c2ccc(Br)o2)cc1	2	-1	6	3	-19	-6	34	-1
O=C(NCC1CCCO1)C1c2ccccc2C(=O)N1C1CCCCCC1 (stereo not drawn)	10	-5	-9	-3	4	-11	9	-1
O=[N+]([O-])c1ccc(N=Cc2sc3ccccc3c2O)cc1	-12	4	26	-10	31	-12	-129	-134
CCOc1cccc2sc(N3CCN(C(=O)c4ccc5ncsc5c4)CC3)nc12	4	12	-17	6	-14	0	21	2
O=C(C[n+]1ccccn1)c1ccccc1	5	-8	-2	-1	16	-10	10	-4
Cc1nc2sc(C(=O)OCC(=O)N3c4ccccc4CC3C)c(C)c2c(=O)[nH]1 (stereo not drawn)	7	10	1	-5	0	-6	-61	-4
Cc1ccc(/C=N\Nc2cn[nH]c(=O)c2Cl)cc1	-1	-5	3	26	37	13	-166	3
N#Cc1ccccc1Cn1c(=O)oc2ccccc21	5	2	-5	-10	15	-5	-24	-9
O=C(Nc1cc(S(=O)(=O)Nc2ccccc2Cl)ccc1O)c1cc2c(s1)CCCC2	-28	6	8	7	2	0	-2	-1
COc1ccc(S(=O)(=O)N(Cc2cccs2)C2CCCC2)cc1	-32	13	-1	1	-1	-1	21	2
Cc1ccc(C)c(N(C)C(=O)c2coc(=O)c3ccccc23)c1	10	5	0	2	0	-1	19	0
c1ccc(OCCOCCOc2ccccc2)cc1	-1	.	.	.	.	-5	3	0
COc1ccc(OC)c(S(=O)(=O)N/N=C\c2ccc3c(c2)OCO3)c1	-1	11	32	5	32	-3	8	1
The results go on.
SMILES	PfGluPho inh	Apaf-1 inh	SENP8 block-1	SENP7 inh	SENP6 block	HKDC1 inh	SENP8 block-2	SENP1 FRET inh
CC1Cc2ccccc2N1C(=O)CCS(=O)(=O)c1cccs1 (stereo not drawn)	-1	8	3	1	-7	-4	10	1
Cc1c(NC(=O)Cn2cc([N+](=O)[O-])cn2)c(=O)n(-c2ccccc2)n1C	1	2	2	-12	-12	-7	0	0
C[C@H](CO)N1C[C@H](C)[C@@H](CN(C)S(=O)(=O)c2cccs2)Oc2c(NC(=O)Nc3ccc4c(c3)OCO4)cccc2C1=O	2	20	1	-1	-5	3	1	0
CN1CCN(C(=O)COCc2cc(-c3ccc4c(c3)OCO4)on2)CC1	1	14	1	7	-13	-5	19	0
Cc1cc(C)n(CC(O)Cn2c3ccccc3c3ccccc32)n1 (stereo not drawn)	38	11	2	7	-18	-4	-9	0
Fc1ccc(CN2CCC(Cc3ccccc3)CC2)cc1F	-11	-4	1	1	11	-2	23	3
Cc1ccc(Cl)c(OCCN2CCc3ccccc3C2)c1	3	7	0	-2	-13	-2	10	1
COc1ccc(N2C(=O)C3C4C=CC(C4)C3C2=O)nn1 (stereo not drawn)	-6	12	-4	-5	-14	4	9	1
CCCCOC(=O)n1c(=S)oc2cc(Cl)ccc21	32	6	-5	3	-19	19	14	1
Cc1c(N=C2C=CC(=O)c3ccccc32)c(=O)n(-c2ccccc2)n1C	86*	.	.	.	.	42*	-1	0
CCn1c(C)cc(C)c(C#N)c1=O	-8	-3	5	7	13	-7	-14	0
C=CCn1c(SCC(=O)Nc2ccc(-c3nc4ccc(C)cc4s3)cc2)nnc1-c1ccncc1	-3	2	-9	-10	-2	6	-380	-65
CC(Oc1ccccc1F)C(=O)NNC(=O)CCNC(=O)c1ccccc1Cl (stereo not drawn)	-14	1	2	-11	5	-5	7	3
O=C(c1ccccc1Br)N1CCCC(c2nc(-c3cccs3)no2)C1 (stereo not drawn)	-2	2	-8	2	-6	20	4	0
CCOc1cc(C)ccc1OCc1nnc(SCC(=O)c2cccc([N+](=O)[O-])c2)n1CC	-2	3	-5	-8	-21	-2	8	0
CC(C)c1ccc(-c2nc(N3CCCCCC3)nc3n[nH]c(N)c23)cc1	2	10	1	8	2	0	23	0
CCCCn1c(=N)n(CC(=O)c2ccco2)c2ccccc21	6	-3	-2	4	-29	-1	1	-5
CCCCCC(=O)NC(Nc1ccc(S(N)(=O)=O)cc1)C(Cl)(Cl)Cl (stereo not drawn)	-9	-1	-4	4	2	1	4	2
Cc1ccc(Cl)c(NC(=O)COC(=O)c2nn(C)c(=O)c3ccccc23)c1Cl	-7	-8	6	2	-1	-2	2	0
COC(=O)c1ccccc1NC(=S)NC(=O)c1ccccc1	-1	18	-9	-6	-29	3	-272	-3
CC(C)(C)c1ccc(OCc2ccc(C(=O)N/N=C/c3ccc([N+](=O)[O-])cc3)o2)cc1	-12	-13	-8	2	-6	-9	29	0
O=C(NC(=S)Nc1ccccc1[N+](=O)[O-])c1ccco1	-8	0	-6	5	14	-7	10	2
Cn1cc(C(=O)c2ccccc2)cc1-c1nc2ccccc2n1C	9	17	-3	-4	-21	1	-71	-14
COc1ccccc1-c1noc(CCC(=O)NC2CCCCC2)n1	9	-7	4	-1	2	-7	-2	-1
COc1ccc(Cc2noc(COc3ccc(Cl)cc3)n2)cc1	3	11	-5	-12	-17	14	14	0

As entered above.
In SENP8 block-1, CC(C)(C)c1ccc(OCc2ccc(C(=O)N/N=C/c3ccc([N+](=O)[O-])cc3)o2)cc1 is listed with -8
In SENP7 inh, CC(Oc1ccccc1F)C(=O)NNC(=O)CCNC(=O)c1ccccc1Cl (stereo not drawn) is listed with -11
In Apaf-1 inh, CCCCCC(=O)NC(Nc1ccc(S(N)(=O)=O)cc1)C(Cl)(Cl)Cl (stereo not drawn) is listed with -1

Later entries.
SMILES	PfGluPho inh	Apaf-1 inh	SENP8 block-1	SENP7 inh	SENP6 block	HKDC1 inh	SENP8 block-2	SENP1 FRET inh
Cc1ccccc1NC(=S)N1CCCN(Cc2ccc(F)cc2)C1	6	-13	4	8	9	-7	-5	0
Cn1c(/C(C#N)=C(\O)c2ccc([N+](=O)[O-])cc2)nc2ccccc21	-15	-15	-3	1	-18	-5	6	6
NC(=O)c1ccc(NC(=O)CSC2=Nc3ccccc3C3CC=NN23)cc1 (stereo not drawn)	-10	-10	4	1	0	-1	3	-17
CSc1nnc(C(C)(C)C)c(=O)n1/N=C/c1c(O)ccc2ccccc12	10	-11	-5	1	-4	12	17	33*
CC(C)(CC(=O)O)CC(=O)N1CCN(c2nc3ccc(Cl)cc3s2)CC1	-13	5	-12	-6	-28	2	9	1
Cc1ccc(-n2c(SCC(=O)N/N=C/C=C/c3ccccc3[N+](=O)[O-])nc3ccccc3c2=O)cc1	-14	9	-2	3	-8	-8	13	1
COc1ccc(-c2c(C)nn3c(Cl)c(C)c(C)nc23)cc1	-1	5	-6	-7	9	-5	12	0
CC(=O)c1cccc(NC(=O)CSc2ccc(-c3ccc4c(c3)OCO4)nn2)c1	4	15	-27	-2	-34	-6	1	2
O=C(NCCc1ccc(Cl)cc1)C1CCC(CNc2c(N3CCCCC3)c(=O)c2=O)CC1 (stereo not drawn)	3	12	-8	-7	-12	-4	7	2
CCS(=O)(=O)Nc1ccc(-c2ccc(NS(=O)(=O)CC)c(OC)c2)cc1OC	0	-12	4	4	-13	-6	-9	4
CCOC(=O)C1CCCN(C(=O)CN2C(=O)COc3ccc(C(C)(C)C)cc32)C1 (stereo not drawn)	-11	22	0	-9	-27	-8	24	2
NC(=O)c1cc2ccccc2o/c1=N/NC(=O)c1cccc(Cl)c1	12	3	-1	3	10	0	20	3

2 entries from above, reformatted.
> O=S(=O)(NC1CCCCC1Nc1ccc(Cl)cc1)c1ccccc1 (stereo not drawn)
  PfGluPho inh: 21
  Apaf-1 inh: 13
  SENP8 block-1: 7
  SENP7 inh: 0
  SENP6 block: -11
  HKDC1 inh: 2
  SENP8 block-2: 19
  SENP1 FRET inh: 0

> O=[N+]([O-])c1ccc(N=Cc2sc3ccccc3c2O)cc1
  PfGluPho inh: -12
  Apaf-1 inh: 4
  SENP8 block-1: 26
  SENP7 inh: -10
  SENP6 block: 31
  HKDC1 inh: -12
  SENP8 block-2: -129
  SENP1 FRET inh: -134

5 entries out of the list above, arranged by the number in PfGluPho inh, ascending:
compound	PfGluPho inh
O=C(Nc1cc(S(=O)(=O)Nc2ccccc2Cl)ccc1O)c1cc2c(s1)CCCC2	-28
CCn1c(C)cc(C)c(C#N)c1=O	-8
COc1ccc(N2C(=O)C3C4C=CC(C4)C3C2=O)nn1 (stereo not drawn)	-6
O=C(c1ccccc1Br)N1CCCC(c2nc(-c3cccs3)no2)C1 (stereo not drawn)	-2
CN1CCN(C(=O)COCc2cc(-c3ccc4c(c3)OCO4)on2)CC1	1

One compound at a time, as listed above:
COc1ccc(-c2c(C)nn3c(Cl)c(C)c(C)nc23)cc1 in the list: PfGluPho inh: -1; Apaf-1 inh: 5; SENP8 block-1: -6; SENP7 inh: -7; SENP6 block: 9; HKDC1 inh: -5; SENP8 block-2: 12; SENP1 FRET inh: 0
CSc1nnc(C(C)(C)C)c(=O)n1/N=C/c1c(O)ccc2ccccc12 in the list: PfGluPho inh: 10; Apaf-1 inh: -11; SENP8 block-1: -5; SENP7 inh: 1; SENP6 block: -4; HKDC1 inh: 12; SENP8 block-2: 17; SENP1 FRET inh: 33*
CC(=O)c1cccc(NC(=O)CSc2ccc(-c3ccc4c(c3)OCO4)nn2)c1 in the list: PfGluPho inh: 4; Apaf-1 inh: 15; SENP8 block-1: -27; SENP7 inh: -2; SENP6 block: -34; HKDC1 inh: -6; SENP8 block-2: 1; SENP1 FRET inh: 2
